SRC3 inh: human NCOA3 inhibition | Q9Y6Q9 | HEK293 GAL4-SRC3 luciferase reporter, luminescence | inhibition, % at 3.6 µM | 360,000 compounds, 0.17% hits | AID 588352;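 active means inhibition above a per-campaign cutoff, the mean of all compounds plus 3 SD, cut at about 60% in these data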;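 further: 0% = DMSO-treated cells and 100% = gossypol-treated cells at 36 µM; higher means less SRC3-driven luciferase light from the GAL4 reporter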
Target sequence (Q9Y6Q9 whole entry, looked up, the tested form may be a part): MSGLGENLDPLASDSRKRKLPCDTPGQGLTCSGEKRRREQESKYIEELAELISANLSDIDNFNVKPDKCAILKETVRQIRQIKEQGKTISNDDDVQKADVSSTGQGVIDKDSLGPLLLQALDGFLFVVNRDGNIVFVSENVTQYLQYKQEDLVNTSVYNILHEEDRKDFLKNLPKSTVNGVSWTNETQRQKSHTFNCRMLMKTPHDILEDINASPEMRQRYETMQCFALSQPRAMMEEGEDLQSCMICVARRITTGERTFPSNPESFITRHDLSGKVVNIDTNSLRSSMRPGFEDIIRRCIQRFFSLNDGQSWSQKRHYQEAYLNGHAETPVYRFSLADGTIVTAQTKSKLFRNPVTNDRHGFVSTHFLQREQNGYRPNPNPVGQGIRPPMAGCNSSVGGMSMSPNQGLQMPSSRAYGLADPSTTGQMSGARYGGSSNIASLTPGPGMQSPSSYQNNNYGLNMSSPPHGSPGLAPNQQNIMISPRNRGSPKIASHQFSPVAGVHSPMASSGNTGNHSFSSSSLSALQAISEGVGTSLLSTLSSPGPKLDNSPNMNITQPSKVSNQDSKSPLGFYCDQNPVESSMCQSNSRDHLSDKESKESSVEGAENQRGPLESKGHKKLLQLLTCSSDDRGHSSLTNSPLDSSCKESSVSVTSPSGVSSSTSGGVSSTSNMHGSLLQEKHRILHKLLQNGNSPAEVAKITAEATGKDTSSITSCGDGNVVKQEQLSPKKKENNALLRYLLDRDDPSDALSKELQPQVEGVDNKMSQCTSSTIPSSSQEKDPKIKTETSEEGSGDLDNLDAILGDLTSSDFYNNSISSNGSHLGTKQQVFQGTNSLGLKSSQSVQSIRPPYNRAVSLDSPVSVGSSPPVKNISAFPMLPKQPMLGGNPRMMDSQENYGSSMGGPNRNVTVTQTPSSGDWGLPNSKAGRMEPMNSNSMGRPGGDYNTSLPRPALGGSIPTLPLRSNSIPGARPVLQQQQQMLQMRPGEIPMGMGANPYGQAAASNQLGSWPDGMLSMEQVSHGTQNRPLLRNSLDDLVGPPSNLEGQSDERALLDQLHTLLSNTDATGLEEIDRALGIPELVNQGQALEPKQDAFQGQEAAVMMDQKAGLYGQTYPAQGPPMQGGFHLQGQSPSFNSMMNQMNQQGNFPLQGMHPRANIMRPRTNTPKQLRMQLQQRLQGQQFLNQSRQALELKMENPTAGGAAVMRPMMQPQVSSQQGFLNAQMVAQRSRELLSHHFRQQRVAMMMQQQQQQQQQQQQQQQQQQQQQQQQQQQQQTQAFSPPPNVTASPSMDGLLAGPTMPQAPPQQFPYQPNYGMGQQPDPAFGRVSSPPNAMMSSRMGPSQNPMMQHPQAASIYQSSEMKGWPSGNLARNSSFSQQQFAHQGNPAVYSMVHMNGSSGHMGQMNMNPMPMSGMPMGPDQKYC
LMP1 NFkB inh: inhibitors of Epstein-Barr LMP1-induced NF-kappaB reporter; LMP1-induced NF-kappaB luciferase reporter cells, luminescence; AID 504558; 350,000 compounds, 0.69% hits; inhibition, % at 12.5 µM; in the data active means inhibition above about 41%;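 further: 0% = neutral control wells and 100% = reference inhibitor control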
KKLEB cytotox: reduces viability of KKLEB cystic fibrosis airway cells | 360,000 compounds, 0.36% hits | KKLEB CF airway cells viability, ATPlite luminescence, overnight; hits give low values; cells stimulated with P. aeruginosa culture filtrate | activity change (cytotoxicity), % at 5 µM | AID 602141;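 active means corrected activity change at or below -50% at 5 µM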
Shn3 3UTR inh: Schnurri-3 reporter inhibition in Clone20 osteoblasts; 360,000 compounds, 0.52% hits; AID 588674; inhibition, % at 12.5 µM; Clone20 osteoblast Shn3 3'UTR firefly luciferase, 24 h;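 active means mean inhibition of at least 75% with every replicate also reaching 75%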;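 further: 0% = median of neutral control wells and 100% = pilot-screen positive control compound; some compounds past the cut are filed as inactive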
SRC1 inh: inhibitors of human steroid receptor coactivator 1 (SRC1); inhibition, % at 3.6 µM; HEK293 GAL4-SRC1 luciferase reporter, luminescence; 360,000 compounds, 0.12% hits;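 active means inhibition above the campaign mean plus 3 SD, with each screening campaign given its own cutoff, cut at about 60% in these data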;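 further: 0% = DMSO treated cells and 100% = gossypol at 36 µM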
LRH-1 inv ag: NR5A2 inverse agonism in reporter assay | O00482 | HEK293T StAR-luciferase reporter, LRH-1 transfected, 24 h | 360,000 compounds, 0.13% hits | inhibition, % at 3.6 µM;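 active means inhibition above the mean inhibition of all tested compounds plus 3 SD, cut at about 73% in these data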;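 further: 0% = DMSO wells and 100% = reporter-only cells lacking LRH-1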
NR2F2 inh: inhibitors of human COUP-TFII (NR2F2); 370,000 compounds, 0.7% hits; P24468; HEK293T NGFI-A luciferase reporter, luminescence; inhibition, % at 8.6 µM; AID 686940;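 active means inhibition above a per-plate cutoff, mean inhibition of test wells between control levels plus 3 SD, cut at about 38% in these data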;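 further: cells cotransfected with COUP-TFII expression vector driving the NGFI-A reporter; 0% = median of COUP-TF2 test wells and 100% = reporter-only cells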
TROY signal inh: TROY signaling inhibition; Q293 LMP1-TROYcd NF-kB luciferase reporter, 4 h; inhibition, % at 10 µM; 360,000 compounds, 0.98% hits; AID 1347056;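 active means compounds whose plate-normalised and pattern-corrected inhibition of the luciferase reporter signal at the single screening dose is 50% or more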
TWEAK Fn14 block: blocks TWEAK-Fn14 interaction in a reporter cell assay; inhibition, % at 10 µM; 360,000 compounds, 2% hits; TWEAK-stimulated Fn14 reporter cells, luciferase luminescence, 8 h; AID 1159606; in the data active means inhibition above about 50%
TRAIL sens C8: caspase-8 TRAIL sensitization; NB7+C8 cells + TRAIL, ATPlite viability luminescence; 360,000 compounds, 1% hits; inhibition (viability loss, TRAIL sensitization), % at 10 µM; AID 624354;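 active means compounds causing at least 50% loss of cell viability in the single-dose screen, relative to plate controls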
CF NFkB block: cystic fibrosis NF-kB activation inhibition; inhibition, % at 5 µM; AID 588850; 360,000 compounds, 0.86% hits; KKLEB NF-kB-GFP reporter, PAF-induced, GFP fluorescence overnight;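 active means at least 50% inhibition at 5 µM, scaled per plate between neutral and stimulator controls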;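 further: PAF is a Pseudomonas aeruginosa culture filtrate used as stimulus; plate controls were PAF-stimulated DMSO wells for no effect and unstimulated DMSO wells for full effect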
* = called active by the depositor; nt = not tested or not shown. An excerpt (hit frequency here may not be typical).

SMILES	SRC3 inh	LMP1 NFkB inh	KKLEB cytotox	Shn3 3UTR inh	SRC1 inh	LRH-1 inv ag	NR2F2 inh	TROY signal inh	TWEAK Fn14 block	TRAIL sens C8	CF NFkB block
COc1ccc(-c2cn(Cc3cccc(OC)c3)nn2)cc1	-43	-6	4	-3	-35	-17	-13	-52	-14	3	9
Cc1cccn2c(=O)c3cc(C(=O)NCc4ccco4)c(=N)n(CCc4ccccc4)c3nc12	1	-3	-11	-16	0	3	3	-13	-75	4	-71
Cc1ccc(S(=O)(=O)N2CCCC(C(=O)NCCC3=CCCCC3)C2)cc1 (stereo not given)	8	-9	5	-7	1	5	10	4	11	-5	7
CCn1cc(Cl)c(C(=O)Nc2nccs2)n1	-32	3	17	-23	-18	-27	-27	-24	-7	-17	-18
O=[N+]([O-])/C=C1/CCCCCN1	7	1	6	3	-16	-19	-10	15	-16	1	-33
CC(C)N1C(=O)CCC1C(=O)N1CCN(c2ccccn2)CC1 (stereo not given)	-8	0	-37	-15	-4	9	-16	7	-8	-10	4
COc1cc(C2OC(=O)C3C(c4ccc(OC(C)=O)c(OC)c4)OC(=O)C23)ccc1OC(C)=O (stereo not given)	-10	9	-6	13	13	12	-14	7	19	-8	21
CC(C)NC(=O)CCCn1cc([N+](=O)[O-])cn1	9	1	-3	-13	13	5	-7	5	-15	-15	8
Cc1ccc(S(=O)(=O)N2CCOCC2)cc1NC(=O)c1cc(-c2ccccn2)nc2ccccc12	14	1	9	-2	-10	24	-12	3	2	3	2
O=[N+]([O-])c1ccc(N/N=C/c2ccc(O)c(O)c2O)c(S(=O)(=O)N2CCOCC2)c1	3	-2	5	14	3	-14	9	12	-16	14	-2
CCOc1cc(CNc2ccc3c(c2)OCCO3)cc(Br)c1OCC(N)=O	22	4	1	-20	2	23	0	64*	88*	8	-4
Cc1cc(C)nc(SCC(=O)NCc2ccco2)n1	7	-2	10	nt	-4	-1	15	14	3	5	-16
Cc1cccc(NS(=O)(=O)c2ccc(C(=O)N3CCC3)cc2)c1C	21	4	-15	27	3	-12	2	10	-13	6	-1
S=C1SCN(Cc2cccs2)CN1Cc1cccs1	8	32	-18	3	-14	-5	11	-1	4	-11	33
O=C(Nc1ccc2nn(-c3ccccc3)nc2c1)c1ccco1	-61	-30	2	-37	-81	-179	-43	2	-2	6	-9

Taken from the results shown (two entries):
SMILES	SRC3 inh	LMP1 NFkB inh	KKLEB cytotox	Shn3 3UTR inh	SRC1 inh	LRH-1 inv ag	NR2F2 inh	TROY signal inh	TWEAK Fn14 block	TRAIL sens C8	CF NFkB block
S=C1SCN(Cc2cccs2)CN1Cc1cccs1	8	32	-18	3	-14	-5	11	-1	4	-11	33
O=C(Nc1ccc2nn(-c3ccccc3)nc2c1)c1ccco1	-61	-30	2	-37	-81	-179	-43	2	-2	6	-9

Remaining list, next part:
SMILES	SRC3 inh	LMP1 NFkB inh	KKLEB cytotox	Shn3 3UTR inh	SRC1 inh	LRH-1 inv ag	NR2F2 inh	TROY signal inh	TWEAK Fn14 block	TRAIL sens C8	CF NFkB block
C#CCOc1ccc(Cl)cc1/C=N/O	9	-11	-2	-1	5	-26	-8	-2	11	4	11
CNC(=S)N(CCCN(C)C)Cc1cc2cc3c(cc2[nH]c1=O)OCCO3	-10	-11	12	2	-17	0	-18	-7	1	1	1
Cc1c(C(=O)N2CCOCC2)c(S(=O)(=O)N2CCN(c3ccc(Cl)cc3)CC2)c(C)n1C	7	0	-6	-11	12	4	-4	10	-3	-5	-10
O=C(CCSc1nnc(-c2ccco2)o1)Nc1ccc(F)cc1	13	7	-2	23	6	15	22	-1	-4	3	10
Cc1ccc(NC(=O)CCNS(=O)(=O)c2ccc(Br)cc2)cc1S(=O)(=O)N1CCOCC1	6	1	11	13	9	11	24	7	-4	-5	-3
CCCCN(C)CCCNC(=O)c1cn(CC)c2ccc(S(=O)(=O)N3CCc4ccccc4C3)cc2c1=O	10	-25	4	-24	-5	-26	24	21	3	0	9
O=C(NC1CCCC1)C(c1cccnc1)N(C(=O)c1csnn1)c1ccccc1 (stereo not given)	-4	-1	10	4	3	-1	-19	8	-16	4	1
COc1ccc2c(c1)OC(=O)CC2c1cc(OC)c(OC)c(OC)c1 (stereo not given)	6	89*	2	-13	0	7	0	7	15	-6	-4
S=C(Nc1cccnc1)NC1CCCC1	1	-3	5	1	2	6	-15	-11	16	4	10
COc1ccc(NC(=O)CSc2nc3[nH]c(=O)[nH]c(=O)c3s2)cc1OC	15	-2	10	1	-10	-24	9	-9	-2	4	16
CC(C)C[C@H](NC(=O)c1cc2cc(Cl)ccc2n1C)C(=O)N1CCC[C@H]1C(=O)O	16	-2	-3	-8	-6	15	2	-13	6	-4	-8
O=C(NNC(=S)Nc1ccc(F)cc1)[C@H]1C[C@@H]1c1ccccc1	2	nt	-5	nt	-4	-10	14	2	-2	10	11
Cc1ccc(NC(=O)c2cc(N3C(=O)CCC3=O)ccc2N2CCCCC2)cc1	-7	-1	-4	-12	-11	-5	-5	2	7	-8	-3
Cc1cc(N2CCCCC2)nc(SCC(=O)c2ccccc2)n1	-47	17	-8	-29	-30	-55	-4	-50	-24	-19	1
CC1=C(C(=O)OCCNC(=O)c2ccccc2O)C(c2ccccc2[N+](=O)[O-])C(C(=O)OCC2CCCO2)=C(C)N1 (stereo not given)	-24	0	-1	45	5	8	21	21	27	7	-7
Cc1ccc(NC(=O)CN(C)C(=O)Cc2ccc(Cl)cc2Cl)cc1	-6	-3	1	-7	-2	12	10	-20	-9	0	0
CC(C)(C)C1CCc2c(sc(NC(=O)CSc3nnc(-c4ccccc4)o3)c2C#N)C1 (stereo not given)	16	-9	14	9	1	5	-6	-1	-7	-14	-9
CCC(=O)Nc1ccc2c(c1)Cc1cc(NC(=O)CC)ccc1-2	3	-2	-3	-21	-26	-11	19	-26	8	9	4
COc1ccc(CNC(=O)CN(C(=O)c2snc(C(N)=O)c2N)c2ccccc2F)cc1	1	7	-4	8	11	39	18	4	-5	-2	-9
COCc1cc(N2CCCC2)nc(-c2ccccc2)n1	8	-19	-10	-1	-7	10	19	5	-16	45	-10
Cc1nc(-c2ccc(F)cc2)c(CC(=O)Nc2cccc(S(=O)(=O)N3CCOCC3)c2)s1	-6	-9	16	6	-14	-13	-10	3	-30	1	-5
O=C(O)c1ccccc1C(=O)Nc1ccc(S(=O)(=O)NC2CCCCC2)cc1	9	-2	-4	23	-14	3	2	3	5	-3	11
COc1ccc(C(C)NC(=O)c2ccccc2Cl)cc1OC (stereo not given)	9	9	5	-15	0	-2	-8	-1	-16	-6	-4
C=C(Cl)COc1cc(C)cc2oc(=O)cc(CC)c12	24	-4	-12	4	-1	17	11	-1	-17	-4	19
CSc1ccc(CN2C(=O)C(F)(F)Oc3c(C(C)=O)cccc32)cc1	10	nt	-10	32	6	11	nt	20	20	0	18
CC(=O)[C@H]1CC[C@H]2[C@@H]3CCC4=CC(=O)CC[C@]4(C)[C@H]3[C@H](O)C[C@]12C	-1	5	15	-8	6	7	6	1	-17	-3	-29
CCN(CC(=O)Nc1ccccc1OC)C(=O)c1ccc(N(C)S(=O)(=O)c2ccc(C)cc2)cc1	-9	1	9	13	-8	4	-2	-3	-5	6	-5
O=C(CCC(=O)N1CCc2ccccc21)Nc1ccccc1	3	-2	-5	-8	-3	14	15	-16	6	-9	0
Cc1ccc(S(=O)(=O)N/N=C/c2cccc([N+](=O)[O-])c2)cc1	19	-5	7	-6	-4	7	-2	-22	13	-5	-10
C=C(C)CC(c1ccccc1)N(C(C)=O)c1ccco1 (stereo not given)	15	0	0	4	0	8	-8	28	-1	4	0
COc1ccc(Nc2nc(N)nc(CSc3nc(C)cc(C)n3)n2)cc1	-12	2	5	5	-6	-9	-19	-13	-4	-1	41
CCN(CC)C(=O)CSC1=Nc2ccccc2C2=NC(c3ccccc3)C(=O)N12 (stereo not given)	-8	8	3	6	-41	-69	14	-5	-25	3	0
COc1ccc(/C=C/C(=O)c2sc(-c3ccccc3)nc2C)cc1	-3	7	3	3	7	7	5	-7	-2	-4	10
CCOC(=O)C1CCN(C(=O)Nc2cc(Cl)cc(Cl)c2)CC1	3	5	-7	9	3	-18	-6	-11	-6	6	3
Nc1ccc2cc3ccccc3cc2c1	-15	-40	5	-25	-32	-30	-24	-67	-13	4	-102
O=C(CON=C1c2ccccc2-c2ccccc21)NC12CC3CC(CC(C3)C1)C2	16	-4	-14	-3	-2	16	5	-8	21	-4	12
CN(C)S(=O)(=O)c1cccc(-c2nnc(SCC(=O)NCCCCCC(=O)O)n2-c2ccc(F)cc2)c1	11	-5	-10	2	-8	-10	-7	4	4	3	7
C[n+]1c2n(c3ccccc31)N=C(c1ccc(Br)cc1)CS2	44	7	13	17	25	11	48*	9	-109	12	-17
C=CCCC(=O)N1CCCC(Cc2cccc(Cl)c2)(C(=O)OCC)C1 (stereo not given)	5	0	-6	-10	13	-21	20	-41	1	2	6
CC1CCN(C(=O)COC(=O)[C@H](C)NS(=O)(=O)/C=C/c2ccccc2)CC1	2	-3	-2	-4	-2	-5	-12	-10	0	5	1
CC(C)CCOP(=O)(c1ccc(N(C)C)cc1)C(O)c1ccccc1 (stereo not given)	6	-1	-16	-3	-15	8	3	10	10	20	8
Cc1nc(Cl)c(Cl)n1CCOc1ccccc1	7	4	0	-1	-6	1	-12	-10	-12	-1	-12
CN(C)S(=O)(=O)c1ccc(Cl)c(NC(=O)COC(=O)/C=C/c2ccc3ccccc3n2)c1	8	-20	3	-6	0	7	9	-11	12	-5	-7
Clc1ccc(-c2cc3ccccc3[nH]2)cc1	-80	-54	3	-90	-98	-70	-34	-53	-5	14	-7
Cc1ccc(-c2cc(C(=O)Nc3ccncc3)c3ccccc3n2)cc1	-21	-9	-16	-32	-41	-7	-23	-32	-64	29	10
CCOC(=O)c1cnc(SCC(=O)NCc2cccs2)nc1N	3	1	2	-8	-11	8	-7	8	6	-19	-2
CC1CCN(c2ccc3c(c2)S(=O)(=O)c2cccc(C(=O)NCc4cccc(F)c4)c2C3=O)CC1	-26	-20	10	-34	-17	-10	-9	-29	5	26	-71
CCN1C(=O)[C@H]2[C@@H](c3ccc(SC4CCCCC4)c(OC)c3)N[C@@](Cc3ccccc3)(C(=O)OC)[C@H]2C1=O	-44	-1	-7	2	12	8	2	-12	2	2	18
CCOC(=O)N1CCN(C(=O)COC(=O)c2ccc(N(C)C)cc2)CC1	0	-1	5	-6	-9	-9	7	-14	1	-5	18
COc1ccc(CCNC(=O)CC(Cc2ccc(C)cc2)C(=O)O)cc1OC (stereo not given)	-3	4	8	-2	9	0	-16	-3	-3	-15	7
Clc1ccc(-c2noc(COc3ccccc3)n2)cc1	-32	-32	9	-16	-31	-23	4	-63	-26	-3	-19
Cc1cc(Cl)ccc1NC(=S)NCCC(c1ccccc1)c1ccccc1	9	-5	-7	16	-13	1	10	43	0	4	2
Cc1cc(C)cc(NC(=O)c2oc3ccccc3c2COc2ccccc2)c1	18	-14	3	-12	-1	-4	-19	-17	10	6	13
Cc1ccc(C)c(N(CC(=O)NCc2ccco2)C(=O)CCC(=O)Nc2nccs2)c1	7	3	8	-4	9	10	-12	-5	3	7	-3
CN1CCN(c2nc(-c3ccc(Cl)s3)cs2)CC1	15	-9	-13	-7	-6	0	13	4	-1	0	21
COc1ccccc1CNC(=O)C(=O)NCC1OCCN1S(=O)(=O)c1cccs1 (stereo not given)	15	-1	-7	-4	-18	-7	7	7	1	-3	6
